Bioassay records from PubChem.
VIM-2 inhibitor: inhibitors of Pseudomonas aeruginosa VIM-2 metallo-beta-lactamase; purified VIM-2, nitrocefin hydrolysis, epi-absorbance fluorescence; hit rate 0.89% among 290,000; AID 1527; inhibition, % at 5.6 µM;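 active = inhibition above the mean of all tested compounds plus 3 SD, cutoff set per screening run, cut at about 7.5% in these data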;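 also: red hydrolysis product quenches plate fluorescence so inhibitors raise well fluorescence; 0% = enzyme with DMSO and 100% = DMSO without enzyme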
FID counter: counter-screen for HCV NS3 helicase inhibitors: DNA intercalator displacement; hit rate 0.17% among 290,000; AID 1845; DNA fluorescent intercalator displacement, fluorescence; inhibition, % at 7.9 µM; in the data active = inhibition above about 37%;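 also: 0% = vehicle and 100% = reference compound; higher means more ethidium bromide displaced from hairpin DNA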
NS3 helicase inh: blocks Hepatitis C virus NS3 helicase unwinding. NS3 helicase DNA unwinding, Cy5 molecular beacon fluorescence. inhibition, % at 10.9 µM. hit rate 0.56% among 290,000;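 active = inhibition above the mean of all tested compounds plus 3 SD, set per campaign, cut at about 35% in these data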;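 also: 0% = DMSO wells and 100% = thioflavine S control wells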
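Compound dosing – single dose, 10.9 µM nominal final, DMSO 0.8% final · System – NS3 helicase fragment of HCV · Buffer or medium – MOPS pH 6.5, MgCl2, DTT, Tween20, BSA · Signal – Cy5 beacon fluorescence read at start and 1 h · Also added – annealed dual-labelled DNA beacon duplex, ATP-started · Schedule – 1 h at 25 °C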
MEKK2 WT-MEK5: raises or lowers MEK5 binding to wildtype human MEKK2 PB1 domain | Q9Y2U5 | bead flow cytometry, Alexa488-MEK5 binding to MEKK2 WT; actives lie on both sides | binding response (% of control), % at 10 µM | hit rate 1.1% among 290,000 | AID 1531; in the data active = binding response below about 67% or above about 130%
NALP1 yeast inh: blocks the NALP1 inflammasome reconstituted in yeast. hit rate 0.61% among 280,000. AID 2071. S. cerevisiae NALP1/ASC/caspase-1 growth, X-gal OD620, 72 h. inhibition, % at 10 µM; in the data active = inhibition mostly above about 24%, no sharp cut-off; inactive = mostly below about 32%; also: some compounds called inactive have numbers as strong as hits
UBC9 SUMO inh: inhibitors of human SUMOylation (UBC9). hit rate 0.36% among 290,000. HTRF SUMOylation assay, SAE1/SAE2 + UBC9, in vitro. inhibition, % at 35 µM. P63279; in the data active = inhibition above about 50%, passing the limit was not always enough; also: strong numbers were not always called active
Target sequence (P63279 whole entry, looked up): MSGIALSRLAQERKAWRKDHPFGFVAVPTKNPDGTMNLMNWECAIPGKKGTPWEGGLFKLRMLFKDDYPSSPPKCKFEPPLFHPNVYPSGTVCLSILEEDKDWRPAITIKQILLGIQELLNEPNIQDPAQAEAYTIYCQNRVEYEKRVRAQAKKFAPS
M18AAP inhibitor: PfM18AAP enzyme inhibition; recombinant PfM18AAP, H-Glu-NHMec fluorogenic cleavage; inhibition, % at 7.35 µM; hit rate 1.2% among 290,000;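 active = inhibition above the campaign mean inhibition over all tested compounds plus 3 SD, cut at about 28% in these data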;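 also: 0% = plate median of test compound wells and 100% = 2 mM ZnCl2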
IMP-1 inh: blocks Pseudomonas aeruginosa IMP-1 metallo-beta-lactamase. inhibition, % at 5.6 µM. purified IMP-1, nitrocefin hydrolysis, epi-absorbance fluorescence. hit rate 0.45% among 290,000;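 active = inhibition above the mean plus 3 SD of all compounds in the same screening run, cut at about 4.5% in these data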;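 also: 0% = IMP-1 with DMSO and 100% = DMSO wells lacking enzyme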
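Assay system: purified IMP-1; Quantity: IMP-1 0.2 nM before substrate addition; Medium: HEPES buffer pH 7.1 with ZnSO4 and Brij 35; Incubation: 15 min enzyme–compound preincubation, then 25 min nitrocefin reaction, 25 °C; Signal: fluorescence quenching readout, ex 480/em 530 nm; Controls: DMSO with and without IMP-1; Repeats: singlicate testing.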
MEKK2mut PB1 HTS: signal of MEK5 binding to mutant human MEKK2 PB1 domain. bead flow cytometry, Alexa488-MEK5 binding to MEKK2 mutant. hit rate 0.35% among 290,000. percent response, % at 10 µM. AID 1530; in the data active = percent response above about 24%, passing the limit was not always enough; also: inactives centre near 1; some results filed as inactive read as strong as hits
* hit, by the source's call; x = no result given; & = joins results of further samples.

SMILES	VIM-2 inhibitor	FID counter	NS3 helicase inh	MEKK2 WT-MEK5	NALP1 yeast inh	UBC9 SUMO inh	M18AAP inhibitor	IMP-1 inh	MEKK2mut PB1 HTS
COc1cccc(NC(=S)N(CCCN2CCCC2)Cc2ccco2)c1	-1.2	1	1	78	10	7	6	-1.6	-13
Cc1ccc(NC(=S)NNC(=O)c2cn(C)nc2C)cc1	-1.5	-2	-4	103	-17	8	18	-3.7	5
CC(C)CC(=O)Nc1c(C(=O)N2CCN(Cc3ccccc3)CC2)oc2ccccc12	-2.0	-30	-8	99	12	6	1	-3.9	1
N#Cc1c(N)c(C#N)c(-c2ccc(O)cc2)c2c1CCCC2	2.9	-8	-14	102	11	-2	25	-1.1	3
O=C(CCn1c(=S)oc2ccccc21)NC1CCCCCC1	-2.4	1	5	94	3	1	1	-2.6	-6
O=C(c1cc(-c2cccnc2)nc2ccc(Cl)cc12)N1CCN(S(=O)(=O)c2cccs2)CC1	-1.2	-38	-9	100	2	5	-12	0.0	-1
NS(=O)(=O)c1ccc(NC(=O)COC(=O)C23CC4CC(CC(C4)C2)C3)cc1	-0.4	-7	5	104	15	-19	-3	-5.8	-3
COc1ccc(NC(=O)CC(C)=O)c(OC)c1	-1.9	-8	3	93	10	3	-1	-1.9	3
CC(OC(=O)c1ccco1)C(=O)NCc1cccs1 (stereo not drawn)	-0.9	-1	-2	102	11	17	4	-2.2	0
Cc1ccc(-c2c(C(=O)N/N=C/c3ccc(C)o3)nnn2-c2nonc2N)cc1	-4.2	-30	3	99	-5	12	4	1.1	1
COc1ccc(-n2c(Cc3cccn3C)nnc2SCC(=O)Nc2ccc3c(c2)OCO3)cc1	-1.7	-27	45*	98	28	-7	9	-3.3	2
N#Cc1ccccc1/C=C/C(=O)N1CCOCC1	-1.2	0	10	95	-9	5	-4	-0.8	-8
N/C(=N\OC(=O)COc1ccc(Br)cc1Cl)c1ccncc1	-3.8	-14	-8	96	29	-20	-3	-2.7	-1
COCCN(CCOC)S(=O)(=O)c1ccc(OC)cc1	-2.4	5	-8	103	22	-11	-2	-1.2	10
COc1cccc(NC(=O)Nc2nnc(CC(=O)Nc3ccccc3)s2)c1	-1.2	-2	-6	88	x	26	-6	-0.7	-3
O=C(CS(=O)(=O)c1ccc2ccccc2c1)N1CCCCCC1	1.3	-11	8	96	8	16	2	-2.0	-9
COc1cc(C)c(Cl)c(C)c1S(=O)(=O)NCc1cccnc1	-5.3	-10	-2	101	-10	-5	1	-3.5	-1
CCOC(=O)c1sc(-c2ccccc2)cc1N	-3.5	-5	2	100	16	7	0	-1.9	2
O=C(Cc1ccccc1)NNC(=O)Nc1ccccc1	-4.1	-4	7	92	-2	-3	-2	-2.8	-11
Cc1ccc(CS(=O)(=O)CCC(=O)NCCN2CCCCC2C)cc1 (stereo not drawn)	-2.3	9	-1	95	8	18	-6	-3.4	-18
O=C(Cc1c[nH]c2ccccc12)Nc1ccccc1N1CCOCC1	1.5	-15	-3	97	-13	3	-13	-1.5	-3
CC(=O)N(c1ccc(C(C)C)cc1)C1C=CS(=O)(=O)C1 (stereo not drawn)	-3.1	-2	7	98	-3	6	3	-2.2	-5
CN(CCC#N)C(=O)COC(=O)c1nn(-c2ccccc2)c(=O)c2ccccc12	3.1	6	-3	94	-2	-1	-6	0.9	-5
Cc1nn2cc(-c3ccc(Cl)cc3)nc2s1	-1.6	1	-7	103	2	15	-9	-0.8	-1
COc1cccc(CNS(=O)(=O)c2ccc3c(c2)N(C(C)=O)CCS3)c1	-0.1	-19	9	97	6	14	4	0.6	-7

Single records (already shown). Values in the order: VIM-2 inhibitor	FID counter	NS3 helicase inh	MEKK2 WT-MEK5	NALP1 yeast inh	UBC9 SUMO inh	M18AAP inhibitor	IMP-1 inh	MEKK2mut PB1 HTS
Profile of N#Cc1ccccc1/C=C/C(=O)N1CCOCC1 → -1.2	0	10	95	-9	5	-4	-0.8	-8
Profile of Cc1ccc(-c2c(C(=O)N/N=C/c3ccc(C)o3)nnn2-c2nonc2N)cc1 → -4.2	-30	3	99	-5	12	4	1.1	1
Profile of CC(C)CC(=O)Nc1c(C(=O)N2CCN(Cc3ccccc3)CC2)oc2ccccc12 → -2.0	-30	-8	99	12	6	1	-3.9	1
Profile of CCOC(=O)c1sc(-c2ccccc2)cc1N → -3.5	-5	2	100	16	7	0	-1.9	2
Profile of Cc1nn2cc(-c3ccc(Cl)cc3)nc2s1 → -1.6	1	-7	103	2	15	-9	-0.8	-1

Next section.
SMILES	VIM-2 inhibitor	FID counter	NS3 helicase inh	MEKK2 WT-MEK5	NALP1 yeast inh	UBC9 SUMO inh	M18AAP inhibitor	IMP-1 inh	MEKK2mut PB1 HTS
C=CCn1c(-c2cccs2)nc2nc3ccccc3nc21	5.3	-13	-3	99	6	28	-2	-2.1	1
CCOC(=O)C1CCN(C(=O)Nc2ccc3nc(C)c(C)nc3c2)CC1	-6.6	-28	-2	103	37	21	2	-11	-4
O=C(NCCCN1CCOCC1)c1c(O)c2cc(Br)cc(Br)c2[nH]c1=O	0.8	1	4	x	-8	3	-1	-2.4	x
Nc1c(-c2ccccc2)cnn1-c1cccc(Cl)c1	-4.9	-6	7	98	26	-1	4	-2.7	3
CCNc1nc(Oc2ccc(OC)cc2)cc(C(F)(F)F)n1	-0.8	-7	-2	101	-32	-7	-2	-2.5	2
CCn1cc(S(=O)(=O)NCCc2ccc(OC)c(OC)c2)cn1	-4.0	-4	7	112	-2	-5	5	-1.5	10
COc1cccc(CNC(=O)Cn2ncc3c(=O)oc4ccccc4c32)c1	-1.0	-1	8	96	x	25	-12	-3.5	-6
O=C(CCNS(=O)(=O)c1ccccc1)Nc1ccccc1	-2.6	0	7	109	2	0	2	-3.3	3
COc1cccc(NC(=O)CNS(=O)(=O)c2ccc(Cl)cc2)c1	-3.0	-10	-4	102	9	4	-3	-1.6	3
CCOc1ccc(/C(O)=C2/C(=O)C(=O)N(CCOCCO)C2c2cccnc2)cc1 (stereo not drawn)	-0.6	-3	-5	101	4	-1	9	-1.0	3
CC(C)Cn1c(N)c(C(=O)CSc2nnnn2C)c(=O)n(C)c1=O	-3.5	-3	-5	101	-2	4	-4	-2.2	5
COC(=O)c1sccc1NC(=O)Cc1ccc(OC)c(OC)c1	-0.8	-11	-14	108	24	-8	-7	-2.5	-1
O=c1onc(-c2ccc(Cl)cc2Cl)n1-c1cccnc1	-1.9	-7	-7	97	8	14	-4	-2.3	3
Cc1c2ccccc2cc[n+]1CCCS(=O)(=O)[O-]	-1.9	-1	2	101	-11	20	4	-2.4	-3
O=C(NCC1(c2ccccc2)CCCC1)c1ccccc1	-3.4	-11	-2	100	37	-10	6	-3.4	2
COc1ccccc1C(=O)NC(=S)Nc1cccc2cc(O)ccc12	-0.2	-1	5	106	0	0	0	-3.8	6
COc1cc(CNn2cn[nH]c2=S)cc(Cl)c1OCc1ccc(F)cc1	-5.3	-17	0	106	24	-7	9	-4.7	13
O=C(COc1ncnc2cc([N+](=O)[O-])ccc12)NC1CCCCC1	-0.3	5	-1	93	10	33	-15	-1.0	0
CC(=O)Nc1nonc1-c1nc2ccccc2n1CC1CC1	-4.0	-6	5	100	1	12	-9	-4.7	2
COc1ccc(CNC(=O)CCCC(=O)Nc2cccc(Br)c2)cc1	-2.2	-15	-3	98	18	14	-21	-3.3	1
C[C@]12CCC3C(CC=C4C[C@@H](O)CC[C@@]43C)C1CCC2[C@]1(C)CCC(=O)O1 (stereo partly drawn)	-2.4	-5	2	91	13	4	-6	-2.3	-1
O=C(Nc1cccc(S(=O)(=O)N2CCCCC2)c1)C1CC(=O)N(Cc2ccco2)C1 (stereo not drawn)	-2.1	-12	-1	103	2	-8	3	-2.0	-1
CCC(Sc1nc(C)cc(=O)[nH]1)C(=O)Nc1nc(-c2ccccc2)cs1 (stereo not drawn)	-7.2	-2	5	103	6	6	6	-4.2	6
C[C@H]1CN=C2N(CCNC(=O)CCC3CCCCC3)[C@H](Cc3ccc(O)cc3)CN21	-1.6	7	10	109	-1	22	4	-2.2	12
Cc1ccc2c(C)nc(N/C(N)=N/S(=O)(=O)c3ccc([N+](=O)[O-])cc3)nc2c1	0.1	3	-3	75	32	-7	-3	0.3	-2
SMILES	VIM-2 inhibitor	FID counter	NS3 helicase inh	MEKK2 WT-MEK5	NALP1 yeast inh	UBC9 SUMO inh	M18AAP inhibitor	IMP-1 inh	MEKK2mut PB1 HTS
CCOc1ccccc1N1CCN(c2ncnc3scc(-c4ccc(OC)cc4)c23)CC1	1.1	-41	14	104	23	-7	3	2.4	4
CN(Cc1ccc(OC(F)F)cc1)Cc1nc2c(Br)cc(Br)cc2c(=O)[nH]1	-1.6	4	10	x	-32	-21	-2	-3.1	x
O=C(O)/C=C/C(=O)N1CCN(C(=O)/C=C/C(=O)O)CC1	-1.4	5	-4	103	24	-9	-4	-0.8	17
CC(=O)N1N=C(c2ccco2)CC1c1ccc(Br)cc1 (stereo not drawn)	-1.0	-16	12	108	23	12	-5	1.3	-1
COc1ccc(C(=O)NC2CC3CCCC(C2)N3CC(C)C)cc1 (stereo not drawn)	-2.1	-4	2	92	1	8	3	-3.2	-3
O=C(O)c1ccc(N/N=C/c2cn(-c3ccccc3)nc2-c2cccs2)cc1	-0.1	-18	0	86	11	24	13	-0.7	-9
COc1ccc(OC)c(NC(=O)Cn2c(CCC(=O)O)ccc2-c2cccs2)c1	-1.8	-47	5	104	20	2	-3	-0.4	7
COc1ccc(-c2nnc(OCc3ccccc3)c3ccccc23)cc1	-1.7	-11	-9	104	12	-8	0	-1.8	0
Cc1cc(C)n2cc(CSc3ncccc3C(=O)O)nc2n1	-1.5	7	-3	103	-3	25	6	-4.0	3
COCCC(=O)Nc1ccc2c(c1)CN(C(=O)CSC)CC2	-0.7	-5	7	94	1	6	0	-4.3	-15
O=C(O)CSc1nc2ccccc2s1	-3.6&0.2	2&5	6&10	84&61	1&7	5&-2	-9&-16	-3.1&-1.0	-23&-26
O=S(=O)(Nc1ccccc1N1CCCCC1)c1ccc(Cl)s1	-3.1	-1	2	106	9	16	5	-4.4	4

Some of these compounds in order of their number in IMP-1 inh, low to high:
SMILES | IMP-1 inh
CN(Cc1ccc(OC(F)F)cc1)Cc1nc2c(Br)cc(Br)cc2c(=O)[nH]1 | -3.1
COc1ccc(-c2nnc(OCc3ccccc3)c3ccccc23)cc1 | -1.8
CC(=O)N1N=C(c2ccco2)CC1c1ccc(Br)cc1 (stereo not drawn) | 1.3
